BioA inh – M. tuberculosis BioA enzyme inhibitors, primary screen, biochemical, plate reader, single point, HTS | hit rate 0.096% among 360,000 | AID 602481, 2012 | purified M. tuberculosis BioA enzyme | inhibition, % at 9.99 µM | 7,8-diaminopelargonic acid synthase BioA (Mycobacterium tuberculosis); in the data active = inhibition above about 40%
The depositor's hits bear a star.

SMILES | BioA inh
CO[C@@H]1CN(C)C(=O)c2cc(NC(=O)NC(C)C)ccc2OC[C@H](C)N(Cc2ccccn2)C[C@@H]1C | 2.3
Cc1noc(C)c1NC(=O)N[C@H]1CC[C@@H](CCNC(=O)C2CCCCC2)O[C@@H]1CO | 2.9
Cc1cccc(-c2ccc([C@H]3[C@H](CO)N4CCCCN(C(=O)c5ccncc5)C[C@@H]34)cc2)c1 | -1.0
O=C(Cc1ccccn1)N1CCCCN2[C@H](CO)[C@@H](c3ccc(-c4ccccc4)cc3)[C@@H]2C1 | 3.1
CCCNC(=O)Nc1ccc2c(c1)C(=O)N(C)C[C@@H](OC)[C@H](C)CN(Cc1ccc(-c3ccccn3)cc1)[C@@H](C)CO2 | 1.5
CO[C@@H]1CN(C)C(=O)c2ccc(NS(=O)(=O)c3ccc(C)cc3)cc2OC[C@@H](C)N(Cc2nccs2)C[C@@H]1C | -0.4
C[C@H]1CN([C@@H](C)CO)C(=O)c2cc(C#CCc3ccccc3)cnc2O[C@H]1CN(C)C(=O)C1CCCCC1 | 0.2
CN1C[C@@H](O)COC[C@@H]2O[C@@H](CC(=O)NC3CCC3)CC[C@H]21 | 1.3
COc1cccc(S(=O)(=O)Nc2ccc3c(c2)C(=O)N(C)C[C@@H](OC)[C@H](C)CN(C(=O)Cc2cccnc2)[C@H](C)CO3)c1 | -0.2
CCCN1C[C@@H](C)[C@@H](OC)CN(C)C(=O)c2ccc(NC(=O)Nc3ccccc3F)cc2OC[C@@H]1C | 5.6
Cc1ccc(S(=O)(=O)Nc2ccc3c(c2)C(=O)N([C@H](C)CO)C[C@@H](C)[C@@H](CN(C)Cc2ccccc2)OCCCC[C@@H](C)O3)cc1 | 0.7
C[C@@H]1CN([C@H](C)CO)C(=O)c2cccc(NS(=O)(=O)c3cccs3)c2O[C@@H]1CN(C)C(=O)Nc1ccc(C(F)(F)F)cc1 | -5.1
O=C(Nc1ccc(Cl)cc1)N[C@@H]1CC[C@H](CCNC(=O)c2ccccc2F)O[C@@H]1CO | 1.2
Cc1ccc(-c2cnc3c(c2)C(=O)N([C@@H](C)CO)C[C@@H](C)[C@@H](CN(C)C(=O)c2cccc(F)c2)O3)cc1 | 0.8
COc1cccc(C#Cc2cnc3c(c2)C(=O)N([C@H](C)CO)C[C@H](C)[C@@H](CN(C)C(C)=O)O3)c1 | 0.3
Cn1cnc(S(=O)(=O)N2C[C@@H](O)COC[C@@H]3O[C@H](CC(=O)NCc4ccc(F)cc4)CC[C@H]32)c1 | -0.6
O=C(NCC[C@H]1CC[C@@H](NS(=O)(=O)c2ccc(F)cc2)[C@@H](CO)O1)Nc1ccc(Cl)cc1 | -1.1
N#Cc1cccc(-c2ccc3c(c2)[C@@H]2[C@@H](CCN2Cc2ccc4c(c2)OCO4)[C@@H](CO)N3)c1 | -0.6
Cc1ccc(S(=O)(=O)Nc2cccc3c2O[C@@H](CN(C)C(=O)Nc2ccccc2)[C@@H](C)CN([C@H](C)CO)C3=O)cc1 | 1.3
C[C@@H]1CCCCO[C@H](CN(C)Cc2ccc(C(=O)O)cc2)[C@H](C)CN([C@@H](C)CO)C(=O)c2cc(NS(C)(=O)=O)ccc2O1 | 0.2
C[C@@H]1CN([C@@H](C)CO)C(=O)c2cc(NC(=O)C3CCCCC3)ccc2O[C@H]1CN(C)S(=O)(=O)c1cn(C)cn1 | -1.1
COc1ccc(NC(=O)N(C)C[C@@H]2Oc3c(NC(=O)Nc4c(C)noc4C)cccc3C(=O)N([C@H](C)CO)C[C@H]2C)cc1 | 0.0
CN(C)C(=O)C[C@H]1CC[C@H]2[C@@H](COC[C@@H](O)CN2C(=O)c2ccncc2)O1 | -1.4
COc1cccc(CNC(=O)c2cc3c(c(-c4cccc(-c5ccc(C#N)cc5)c4)n2)[C@H](CCO)N([S@@](=O)C(C)(C)C)C3)c1 | 0.8
O=C(C[C@H]1CC[C@@H]2[C@H](COC[C@@H](O)CN2Cc2cccc(C(F)(F)F)c2)O1)NCCc1ccncc1 | 0.0
CN(C)c1ccc2c(c1)[C@@H]1C[C@@H](CC(=O)NCC3CC3)O[C@@H](CO)[C@@H]1O2 | 0.0
CC(=O)NC[C@@H]1[C@H](c2ccccc2)[C@H](CO)N1C(=O)Cc1ccncc1 | 0.6
CC(=O)N(C)C[C@H]1Oc2ncc(-c3cccnc3)cc2C(=O)N([C@H](C)CO)C[C@H]1C | 0.8
C[C@H]1CCCCO[C@H](CN(C)Cc2ccccc2)[C@@H](C)CN([C@@H](C)CO)C(=O)c2cc(NC(=O)c3ccccc3)ccc2O1 | 1.7
CC(=O)N1[C@H](C(=O)N(C)C)[C@@H](CO)[C@@H]2Cn3c(ccc(-c4ccccc4F)c3=O)[C@@H]21 | -1.2
CCCN(C)C[C@@H]1OCCCC[C@H](C)Oc2ccc(NC(=O)c3ccccc3)cc2C(=O)N([C@@H](C)CO)C[C@@H]1C | 6.5
C[C@H]1CN([C@@H](C)CO)C(=O)c2cc(N(C)C)ccc2O[C@H]1CN(C)Cc1ccncc1 | -0.4
COc1ccc(S(=O)(=O)Nc2ccc3c(c2)C(=O)N([C@@H](C)CO)C[C@H](C)[C@H](CN(C)Cc2ccncc2)OCCCC[C@@H](C)O3)cc1 | -0.3
C[C@@H]1CCCCO[C@@H](CN(C)Cc2ccccc2)[C@H](C)CN([C@H](C)CO)C(=O)c2cc(NS(=O)(=O)c3ccc(Cl)cc3)ccc2O1 | 0.7
C[C@@H]1CCCCO[C@@H](CN(C)S(=O)(=O)c2cn(C)cn2)[C@@H](C)CN([C@@H](C)CO)C(=O)c2cc(N(C)C)ccc2O1 | 0.8
CCCN(C)C[C@H]1Oc2ncc(C#Cc3ccc(OC)cc3)cc2C(=O)N([C@@H](C)CO)C[C@H]1C | -1.4
Cc1nn(C)cc1NC(=O)C[C@H]1CC[C@@H]2[C@H](COc3ccc(NC(=O)c4cccc(F)c4)cc3C(=O)N2C)O1 | 21
COc1ccc(CN(C)C[C@H]2Oc3ccc(NS(C)(=O)=O)cc3C(=O)N([C@H](C)CO)C[C@H]2C)cc1 | -1.7
C[C@@H]1CN([C@H](C)CO)C(=O)c2cc(NC(=O)C3CC3)ccc2O[C@H]1CN(C)C(=O)Nc1ccc(C(F)(F)F)cc1 | 7.9
Cc1cccc(S(=O)(=O)N(C)C[C@H]2OCc3ccccc3-c3c(n(C)c4ccccc34)C(=O)N([C@@H](C)CO)C[C@@H]2C)c1 | -0.4

Ordered by length of the SMILES (descending): 11 of the compounds above
SMILES | BioA inh
C[C@@H]1CCCCO[C@@H](CN(C)Cc2ccccc2)[C@H](C)CN([C@H](C)CO)C(=O)c2cc(NS(=O)(=O)c3ccc(Cl)cc3)ccc2O1 | 0.7
C[C@@H]1CCCCO[C@@H](CN(C)S(=O)(=O)c2cn(C)cn2)[C@@H](C)CN([C@@H](C)CO)C(=O)c2cc(N(C)C)ccc2O1 | 0.8
COc1cccc(CNC(=O)c2cc3c(c(-c4cccc(-c5ccc(C#N)cc5)c4)n2)[C@H](CCO)N([S@@](=O)C(C)(C)C)C3)c1 | 0.8
C[C@@H]1CN([C@H](C)CO)C(=O)c2cc(NC(=O)C3CC3)ccc2O[C@H]1CN(C)C(=O)Nc1ccc(C(F)(F)F)cc1 | 7.9
C[C@@H]1CN([C@@H](C)CO)C(=O)c2cc(NC(=O)C3CCCCC3)ccc2O[C@H]1CN(C)S(=O)(=O)c1cn(C)cn1 | -1.1
CCCN(C)C[C@@H]1OCCCC[C@H](C)Oc2ccc(NC(=O)c3ccccc3)cc2C(=O)N([C@@H](C)CO)C[C@@H]1C | 6.5
Cc1nn(C)cc1NC(=O)C[C@H]1CC[C@@H]2[C@H](COc3ccc(NC(=O)c4cccc(F)c4)cc3C(=O)N2C)O1 | 21
CC(=O)N1[C@H](C(=O)N(C)C)[C@@H](CO)[C@@H]2Cn3c(ccc(-c4ccccc4F)c3=O)[C@@H]21 | -1.2
CCCN(C)C[C@H]1Oc2ncc(C#Cc3ccc(OC)cc3)cc2C(=O)N([C@@H](C)CO)C[C@H]1C | -1.4
CC(=O)N(C)C[C@H]1Oc2ncc(-c3cccnc3)cc2C(=O)N([C@H](C)CO)C[C@H]1C | 0.8
CC(=O)NC[C@@H]1[C@H](c2ccccc2)[C@H](CO)N1C(=O)Cc1ccncc1 | 0.6

(more compounds)
SMILES | BioA inh
C[C@@H]1CCCCO[C@H](CN(C)C(=O)Cc2ccccc2)[C@@H](C)CN([C@@H](C)CO)C(=O)c2cc(NS(=O)(=O)c3cccs3)ccc2O1 | 0.0
COCC#Cc1ccc([C@H]2[C@@H](CO)N3CCCCN(C(=O)Nc4cc(F)ccc4F)C[C@@H]23)cc1 | -2.4
C[C@@H]1CN([C@@H](C)CO)C(=O)c2cccc(NC(=O)c3ccncc3)c2O[C@H]1CN(C)Cc1ccc(-c2ccccc2)cc1 | -6.9
CCCNC(=O)[C@@H]1[C@@H](CO)[C@@H]2Cn3c(ccc(-c4ccncc4)c3=O)[C@H]1N2Cc1ccccc1F | 0.1
C[C@H](CO)N1C[C@H](C)[C@H](CN(C)S(=O)(=O)c2cccs2)Oc2ccc(NC(=O)Nc3ccc(C(F)(F)F)cc3)cc2CC1=O | 0.3
O=C(Cc1ccccn1)N[C@@H]1CC[C@H](CCNC(=O)c2cc(Cl)cc(Cl)c2)O[C@@H]1CO | 3.6
O=C(Nc1ccccc1F)N1[C@@H]2CNc3ccccc3[C@@H]2[C@@H]1CO | -3.4
C[C@@H]1CN([C@@H](C)CO)C(=O)c2cc(NS(C)(=O)=O)ccc2O[C@@H](C)CCCCO[C@@H]1CN(C)S(=O)(=O)c1cn(C)cn1 | -6.1
Cc1ccc(S(=O)(=O)Nc2ccc3c(c2)CC(=O)N([C@@H](C)CO)C[C@H](C)[C@H](CN(C)Cc2ccc4c(c2)OCO4)O3)cc1 | 0.2
COc1cccc(S(=O)(=O)N(C)C[C@@H]2Oc3cc(C4=CCCC4)ccc3S(=O)(=O)N([C@H](C)CO)C[C@H]2C)c1 | 6.2
COc1ccc(CN2C[C@@H](C)[C@H](OC)CN(C)C(=O)c3ccc(NC(=O)C4CC4)cc3OC[C@H]2C)cc1 | 3.1
CCCN1C[C@H](C)[C@@H](OC)CN(C)C(=O)c2ccc(NC(=O)Nc3c(C)noc3C)cc2OC[C@H]1C | 0.8
Cc1noc(C)c1S(=O)(=O)Nc1cccc2c1O[C@H](CN(C)S(=O)(=O)c1ccccc1)[C@H](C)CN([C@@H](C)CO)C2=O | -3.2
C[C@H]1CN([C@@H](C)CO)S(=O)(=O)c2ccc(Br)cc2O[C@H]1CN(C)Cc1cccnc1 | 27
CN1C[C@H]2[C@@H](c3ccccc31)[C@H](CO)N2Cc1ccccc1 | 1.5
CO[C@@H]1CN(C)C(=O)c2cc(NC(=O)C3CC3)ccc2OC[C@H](C)N(Cc2cncnc2)C[C@@H]1C | 2.9
CCCNC(=O)C[C@H]1C[C@H]2c3cc(NC(=O)COC)ccc3O[C@H]2[C@@H](CO)O1 | -0.9
C[C@H](CO)N1C[C@H](C)[C@@H](CN(C)Cc2cccnc2)Oc2cc(C#CCN(C)C)ccc2S1(=O)=O | 2.3
C[C@@H]1CN([C@@H](C)CO)C(=O)c2cccc(NC(=O)c3ccncc3)c2O[C@H]1CN(C)Cc1ccncc1 | -2.5
C/C=C/c1ccc([C@@H]2[C@H](CO)N(S(C)(=O)=O)[C@H]2CN(C)C(=O)CC)cc1 | -1.1
CN1C(=O)c2cc(NC(=O)c3ccc(F)cc3)ccc2OC[C@@H]2O[C@@H](CC(=O)N3CCOCC3)CC[C@H]21 | 6.6
CO[C@H]1CN(C)C(=O)c2cc(NC(=O)Nc3cc(F)ccc3F)ccc2OC[C@@H](C)N(C(=O)c2cnccn2)C[C@@H]1C | 1.0
O=C(Nc1ccc(Cl)cc1)N1C[C@@H]2[C@H](c3ccccc31)[C@@H](CO)N2CC1CCCCC1 | -2.5
CC(C)(O)C#Cc1ccc([C@@H]2[C@@H](CO)N3CCCCN(C(=O)c4ccc(F)cc4)C[C@H]23)cc1 | -1.9
C[C@@H]1CN([C@@H](C)CO)C(=O)c2cccc(NS(=O)(=O)c3ccccc3)c2O[C@H]1CN(C)Cc1ccccc1 | -4.6
Cc1noc(C)c1NC(=O)N[C@H]1CC[C@H](CCNC(=O)C2CC2)O[C@H]1CO | -3.2
CCCNC(=O)N1[C@H](CO)[C@H](c2ccc(C3=CCCC3)cc2)[C@@H]1C#N | 1.6
COCC#Cc1cnc2c(c1)C(=O)N([C@H](C)CO)C[C@@H](C)[C@H](CN(C)C(=O)C1CCC1)O2 | 19
COCC(=O)N(C)C[C@@H]1[C@@H](c2ccccc2)[C@H](CO)N1C(=O)Cc1cccnc1 | 4.2
CN1c2ccc(-c3cccc(F)c3)cc2[C@H]2[C@H](CCN2S(=O)(=O)c2cccc(F)c2)[C@H]1CO | 9.3
O=C(C[C@H]1C[C@@H]2c3cc(NC(=O)CC4CC4)ccc3O[C@@H]2[C@H](CO)O1)NCCc1ccccc1 | 2.3
CN1CCN(C(=O)C[C@H]2CC[C@@H]3[C@H](COC[C@@H](O)CN3CC3CC3)O2)CC1 | -4.2
C[C@@H]1CN([C@H](C)CO)C(=O)c2cc(NC(=O)Cc3ccccc3)ccc2O[C@H]1CN(C)S(=O)(=O)c1cn(C)cn1 | 1.2
Cc1noc(C)c1NC(=O)N(C)C[C@H]1Oc2ccc(NC(=O)Cc3cn(C)c4ccccc34)cc2C(=O)N([C@@H](C)CO)C[C@H]1C | -1.3
C[C@@H]1CCCCO[C@H](CN(C)Cc2ccc3c(c2)OCO3)[C@H](C)CN([C@H](C)CO)C(=O)c2cc(NS(=O)(=O)c3cn(C)cn3)ccc2O1 | 0.8
COc1ccc(NC(=O)Nc2cccc3c2O[C@@H](CN(C)S(=O)(=O)c2ccc(Cl)cc2)[C@H](C)CN([C@H](C)CO)C3=O)cc1 | -1.8
CCCC#Cc1ccc([C@H]2[C@H](CO)N3CCCCN(S(=O)(=O)Cc4ccccc4)C[C@@H]23)cc1 | -1.7
Cc1noc(C)c1S(=O)(=O)Nc1ccc2c(c1)C(=O)N([C@H](C)CO)C[C@H](C)[C@H](CN(C)CC1CC1)OCCCC[C@H](C)O2 | -1.3
COc1cccc(C#Cc2cnc3c(c2)C(=O)N([C@H](C)CO)C[C@@H](C)[C@@H](CN(C)C(=O)C2CCOCC2)O3)c1 | -2.5
C[C@H](CO)N1C[C@H](C)[C@H](CN(C)S(=O)(=O)c2cn(C)cn2)Oc2ncc(C#Cc3ccc(F)cc3)cc2C1=O | 1.8

High-throughput results (PubChem)

A portion of the library; count on the stated rates, not on these rows.
